# TRPC4 act – opens the mouse TRPC4 cation channel; Q9QUQ5; B-score at 10 µM; actives 0.49% (n = 310,000); HEK293 TRPC4beta/mu-opioid, Fluo4 calcium fluorescence; stronger effect = higher value; AID 2237;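 active means B-score above 5 SD of library B-scores, and initial fluorescence ratio not above library mean plus 5 SD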;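 further: positive B-score marks a calcium rise read as TRPC4 activation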
#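 Assay system – TRPC4beta and mu-opioid receptor HEK293 stable cells · Measured by – Fluo4 fluorescence, kinetic · Schedule – dye loading 45 min room temperature, 110 s kinetic read · Read-out – B-scored integrated calcium fluorescence ratio · Controls – buffer and maximal DAMGO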
# KCNK3 block – human KCNK3 channel inhibition, primary screen | O14649 | CHO-KCNK3 thallium flux, FluxOR fluorescence; stronger effect = lower value | B-score at 10 µM | actives 0.84% (n = 340,000);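 active means B-score under library mean minus 4 SD, starting fluorescence ratio at most library mean plus 5 SD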;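 further: more negative B-score means stronger inhibition of thallium flux through KCNK3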
# Target sequence (O14649 whole entry, looked up): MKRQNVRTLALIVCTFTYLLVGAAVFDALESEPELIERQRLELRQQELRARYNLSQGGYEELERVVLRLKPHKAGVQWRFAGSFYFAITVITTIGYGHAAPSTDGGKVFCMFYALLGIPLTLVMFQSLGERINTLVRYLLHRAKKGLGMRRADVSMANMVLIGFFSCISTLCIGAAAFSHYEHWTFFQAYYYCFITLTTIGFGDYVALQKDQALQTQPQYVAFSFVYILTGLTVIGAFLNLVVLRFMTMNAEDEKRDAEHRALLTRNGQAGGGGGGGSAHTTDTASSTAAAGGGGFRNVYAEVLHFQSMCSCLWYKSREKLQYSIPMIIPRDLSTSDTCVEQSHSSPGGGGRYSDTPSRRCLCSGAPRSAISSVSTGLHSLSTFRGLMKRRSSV
# KCNK9 inh – blocks the human KCNK9 two-pore domain potassium channel | Q9NPC2 | HEK293 KCNK9, FluxOR thallium flux fluorescence; stronger effect = lower value | B-score at 10 µM | actives 1.2% (n = 310,000);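 active means ratio B-score over 3 SD below the library mean, with starting fluorescence within 5 SD of its mean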;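 further: negative B-score means less thallium flux so channel inhibition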
# TRPC4 PAM – TRPC4 (mouse) allosteric potentiation; Q9QUQ5; B-score at 10 µM; actives 0.42% (n = 310,000); HEK293 TRPC4beta/mu-opioid, DAMGO EC20, Fluo-4 Ca2+ flux; stronger effect = higher value; AID 2227;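 active means B-score of calcium response area above 5 SD of library B-scores, with initial fluorescence ratio within 5 SD of library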;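 further: B-score of integrated fluorescence ratio over time as area under calcium response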
# KCNQ1 block – inhibitors of human KCNQ1 potassium channel | CHO-K1 KCNQ1, FluxOR thallium flux fluorescence; stronger effect = higher value | B-score at 10 µM | AID 2642 | actives 1.3% (n = 310,000) | P51787;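 active means compounds whose thallium flux B-score, printed positive for inhibition, exceeds three library SD while starting fluorescence stays within three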;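 further: channel opened by potassium depolarization with thallium stimulus after 20 min compound exposure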
# Target sequence (P51787 whole entry, looked up): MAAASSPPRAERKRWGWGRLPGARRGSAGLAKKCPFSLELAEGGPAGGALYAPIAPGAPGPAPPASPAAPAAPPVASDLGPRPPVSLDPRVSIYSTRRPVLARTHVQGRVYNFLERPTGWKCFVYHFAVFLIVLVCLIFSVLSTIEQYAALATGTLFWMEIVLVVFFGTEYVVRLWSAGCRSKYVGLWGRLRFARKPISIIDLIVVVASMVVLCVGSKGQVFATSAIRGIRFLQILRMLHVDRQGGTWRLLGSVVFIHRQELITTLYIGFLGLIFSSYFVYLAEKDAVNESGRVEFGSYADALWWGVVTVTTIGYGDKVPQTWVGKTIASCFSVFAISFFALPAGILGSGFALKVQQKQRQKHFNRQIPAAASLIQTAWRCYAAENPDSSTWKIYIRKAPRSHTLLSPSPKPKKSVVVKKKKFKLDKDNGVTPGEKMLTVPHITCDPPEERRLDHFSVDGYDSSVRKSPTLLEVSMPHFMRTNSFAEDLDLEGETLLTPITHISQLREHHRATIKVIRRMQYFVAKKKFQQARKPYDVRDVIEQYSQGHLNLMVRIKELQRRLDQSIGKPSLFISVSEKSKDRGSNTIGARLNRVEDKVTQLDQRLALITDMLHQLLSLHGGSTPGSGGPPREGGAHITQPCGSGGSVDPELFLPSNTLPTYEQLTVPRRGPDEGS
# PolyA inh – blocks polyadenylation in yeast reporter cells | S. cerevisiae SKY197-pL101 polyadenylation reporter, beta-gal luminescence; efflux-impaired pdr1/pdr3 knockout yeast; score 100 = 6 SD above DMSO | AID 1875 | actives 0.02% (n = 300,000) | calls only at 12 µM;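 active means lowest replicate activity score at least 50, where 100 means six control SD above control mean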;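 further: yeast exposed to compound for 9 h at 30 °C; higher score means more reporter readthrough which indicates perturbed polyadenylation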
# KCNQ1 pot – human KCNQ1 channel potentiation or activation; B-score at 10 µM; P51787; AID 2648; actives 0.35% (n = 310,000); CHO-K1 KCNQ1, thallium flux FluxOR fluorescence; stronger effect = higher value;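 active means fluorescence ratio B-score, a plate-corrected score, at least three library SD, with initial intensity B-score within 5 SD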
#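 Assay system: CHO-K1 cells stably expressing KCNQ1. Medium: assay buffer for compound exposure, DMSO matched across wells. Timing: 37 °C overnight plating, 90-min dark dye load, 20-min compound pretreatment. Signal: kinetic FluxOR fluorescence, 10 s baseline plus 110 s post-stimulus.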
# hERG protect – hERG (human) protection from proarrhythmic block; AID 1511; CHO-hERG, FluxOR thallium flux, dofetilide IC70 present; Q12809; actives 0.51% (n = 310,000); activation (rescue from dofetilide block), less the hit threshold, % at 10 µM;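 active means activation above the mean of controls blocked by dofetilide plus 5 SD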;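 further: thallium influx through hERG after potassium depolarization seen as dye fluorescence rise; in these data hits start at about 4.7%; inactives centre near -7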
# Dyrk1A ADPGlo – blocks rat Dyrk1A kinase activity | Q63470 | ADP-Glo luminescence, NFATc1 peptide | inhibition, % at 12.5 µM | actives 0.43% (n = 310,000); in the data active means inhibition above about 50%;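 further: plate controls were vehicle with enzyme for no effect and no enzyme for full effect; many of its hits are not listed in these tables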
# Platelet DG rel – modulates dense granule release in human platelets; human platelet-rich plasma, SFLLRN dense granule ATP release, luminescence; inhibition, %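 (compounds screened at 7.5 µM in platelet-rich plasma)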; actives 0.22% (n = 300,000); AID 1663;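 active means mean replicate score, as percent of positive control, at or above 50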
# TRPC4 inh – TRPC4 (mouse) channel inhibition; HEK293 TRPC4beta/mu-opioid, DAMGO-evoked Fluo4 calcium flux; stronger effect = lower value; B-score at 10 µM; actives 0.39% (n = 300,000); AID 2247;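 active means B-score over 3 SD under the library average, no early fluorescence shift, positive overall ratio signal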
#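 Assay system: HEK293 cells with stable TRPC4beta plus mu-opioid receptor expression; Probe or stimulus: DAMGO in two steps, submaximal then maximal; Dosing: single-point compound dosing; Measured by: Fluo4 calcium-dye fluorescence, kinetic read; Read-out basis: B score from integrated Fluo4 fluorescence ratio.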
# Active calls of the source: *; i = inactive; / = not tested or not shown. An excerpt. The share of hits here may be higher or lower than overall.
SMILES,TRPC4 act,KCNK3 block,KCNK9 inh,TRPC4 PAM,KCNQ1 block,PolyA inh,KCNQ1 pot,hERG protect,Dyrk1A ADPGlo,Platelet DG rel,TRPC4 inh
C/C(=N\N=C1\NC(=O)C(CC(=O)Nc2ccc(Cl)cc2)S1)c1ccco1 (stereo unspecified),i,i,i,i,i,i,i,-9,3,-12,i
COC(=O)c1cccc(C#CC(NP(=O)(c2ccccc2)c2ccccc2)c2ccccc2)c1 (stereo unspecified),i,i,i,i,i,i,i,-7,1,-5,i
O=C(O)c1ccc(-c2ccccc2Cl)o1,i,i,i,i,i,i,i,-4,21,0,i
Cc1cc(C(C)(C)C)oc1C(=O)N(CC(=O)NC1CCCC1)c1ccc(F)cc1,i,i,i,i,i,i,i,-2,1,-4,i
O=C(CSc1nnc(NC(=O)c2ccc3c(c2)OCO3)s1)NCc1ccco1,i,i,i,11*,i,/,i,-4,/,/,i
COc1ccc(CCNS(=O)(=O)CCNC(=O)c2ccccc2)cc1,i,i,i,i,i,i,i,-17,4,-15,i
Cc1ccc(NC(=O)CCc2c(C)nn(-c3ccc(N4CCCCC4)nn3)c2C)cc1,i,i,i,i,i,i,i,-15,/,3,i
O=C(CN1CCCC1)Nc1ccccc1Cl,i,i,i,i,i,i,i,-11,-3,-7,i
CC(O)CNc1cnccn1 (stereo unspecified),i,i,i,i,i,i,i,-4,3,-4,i
CCC(Sc1nc2ncccc2[nH]1)C(=O)N1CCOCC1 (stereo unspecified),i,i,i,i,i,i,i,-7,2,1,i
CN(C1CCCCC1)S(=O)(=O)c1ccc(C(=O)Nc2sc3c(c2C(N)=O)CC(C)(C)NC3(C)C)cc1,i,i,i,i,i,i,i,-2,12,-12,i
O=C(c1cccc(S(=O)(=O)N2CCCC2)c1)N1CCN(c2ncccn2)CC1,i,i,i,i,i,i,i,-3,5,3,i
CN1CCN(C(=O)CNC(=O)Cc2ccc(Cl)cc2)CC1,i,i,i,i,i,i,i,-8,3,1,i
Cc1cc(Cl)c(S(=O)(=O)N2CCN(c3ccccc3)CC2)cc1OCC(N)=O,i,i,i,i,i,i,i,-12,5,3,i
NC(=O)c1ccc(-c2csnn2)cc1,i,i,i,i,i,i,i,-10,21,-1,i
COc1cccc(NC2=Nc3cccc4cccc2c34)c1,i,i,i,i,i,i,i,-12,33,-11,i
COc1ccc(CNC(=O)c2ccc[nH]2)cc1Cl,i,i,i,i,i,i,i,-6,-5,-18,i
COC(=O)c1ccccc1S(=O)(=O)N1CCC(C(=O)OC(C)C(=O)Nc2ccc(NC(C)=O)cc2)CC1 (stereo unspecified),i,i,i,i,i,i,i,-9,/,0,i
CCN(CC)C(=O)c1sc2nc(-c3ccccn3)[nH]c(=O)c2c1C,68*,i,i,i,i,i,i,-13,6,2,i
CCOC(=O)NNC(=S)Nc1c(C)n(C)n(-c2ccccc2)c1=O,i,i,i,i,i,i,i,-15,-1,19,i
O=C(CSc1nc(COc2ccccc2)nc2ccccc12)NC1CCCC1,i,i,i,i,i,i,i,-4,-1,9,i
CC1CCN(S(=O)(=O)c2ccc(C(=O)NCc3cccnc3)cc2)CC1,i,i,i,i,i,i,i,-8,/,-2,i
O=C(COC(=O)Cc1c(F)cccc1Cl)Nc1nnc(-c2ccccc2)o1,i,i,i,i,i,i,i,-11,-3,14,i
CN(C)c1cccc(NC2=CC(=[N+]3CCOCC3)CC(C)(C)C2)c1,i,i,i,i,i,i,i,-1,0,-1,i
C=CCNC(=O)/C(C#N)=C/c1ccc(OS(=O)(=O)c2ccc(C)cc2)c(OC)c1,i,i,i,i,i,i,i,-9,1,4,i
CCN(CC)Cc1ccccc1Sc1ccccc1,i,i,i,i,i,i,i,-6,-3,0,i
CCOc1cc(NC(=O)c2cccs2)c(OCC)cc1NC(=O)CCC(=O)NCc1ccccn1,i,/,i,i,i,i,i,-13,/,-10,i
CC1(C)CC(=O)C=C(N=CC2=C(O)CC(C)(C)CC2=O)C1,i,i,i,i,i,i,i,-9,/,1,i
Cc1ccc(S(=O)(=O)Nc2ccncc2)c(C)c1N(C)S(=O)(=O)c1ccc(Cl)cc1,i,i,i,i,i,i,i,-4,1,-1,i
COc1cccc(OC2OC3COC(C)(C)OC3C(O)C2NC(C)=O)c1 (stereo unspecified),i,i,i,i,i,i,i,-5,-3,0,i
Cn1c(=O)n(C)c2cc(NC(=O)COc3ccc(Cl)cc3)ccc21,i,i,i,i,i,i,i,-2,8,3,i
CC(NC(=O)CCc1nc2cc(S(=O)(=O)N3CCOCC3)ccc2n1C)c1ccc(S(N)(=O)=O)cc1 (stereo unspecified),i,i,i,i,i,i,i,-5,1,55*,i
C=CCNC(=O)/C(C#N)=C/c1ccccc1[N+](=O)[O-],i,i,i,i,i,i,i,-11,-2,13,i
O=C(N/N=C/c1cn(Cc2cccc(F)c2)c2ccccc12)c1cc(O)cc(O)c1,i,i,i,i,i,i,i,-10,8,5,i
O=C(CN1C(=O)c2ccccc2C1=O)OC(C(=O)c1ccc(Cl)cc1)c1ccccc1 (stereo unspecified),i,i,i,i,i,i,i,-3,-3,3,/
Cc1nn(CC(=O)Nc2ccc(N3CCOCC3)cc2)c(C)c1Cl,i,i,i,i,i,i,i,-9,3,-4,i
Cn1c(CNC(=O)OC(C)(C)C)n[nH]c1=S,i,i,i,i,i,i,i,-11,/,-25,i
Cc1ccc(C(=O)NC(=S)NCC2CCCO2)cc1Br (stereo unspecified),i,i,i,i,i,i,i,-7,-5,6,i
COc1ccc(CNC(=O)c2ccc(CS(=O)c3ccccc3)o2)cc1 (stereo unspecified),i,i,i,i,i,i,i,-9,7,13,i
COc1ccccc1S(=O)(=O)Cc1ccc(C(=O)NCC(OC)OC)o1,i,i,i,i,i,i,i,-6,1,4,i
CCCCCC(=O)Nc1cccc(-c2nc3ncccc3o2)c1,i,i,-7.4*,i,i,i,i,-18,/,2,i
CCCc1nc2scc(-c3ccc(C)cc3)c2c(=O)n1N,i,i,i,i,i,i,i,1,-6,1,i
COc1ccc2[nH]cc(CCN3C(=O)CCC3=O)c2c1,i,i,i,i,i,i,i,-1,16,-1,i
CCOc1ccc(OCC)c(NC(=O)C2CCCN(c3ncccn3)C2)c1 (stereo unspecified),i,i,i,i,i,i,i,-8,5,7,i
Cc1cc(Nc2ncc(Cl)cc2Cl)n[nH]1,i,i,i,i,i,i,i,-9,-5,2,i
COCCC(=O)N1CCC(Oc2ccc(C(=O)NCCc3cn[nH]c3)cc2)CC1,i,i,i,i,i,i,i,-9,8,6,i
COc1cccc(C2CC(c3cccc(Br)c3)n3nc(N)nc3N2)c1 (stereo unspecified),i,i,i,i,i,i,i,-6,-2,2,i
O=C(Nc1ccc(CN2CCOCC2)cc1)c1ccc(-c2ccc(Cl)cc2Cl)o1,i,-9.7*,i,i,i,i,i,-15,22,11,i
COc1ccc(NC(=S)N(CCO)Cc2cc3c(C)cc(C)cc3[nH]c2=O)cc1,i,i,i,i,i,i,i,-8,5,3,i
O=[N+]([O-])c1ccc(N2CCN(CCOCCO)CC2)c([N+](=O)[O-])c1,i,i,i,i,i,i,i,0,-3,-5,i
CCC1=NC(c2ccccc2Cl)N(O)C1(C)C (stereo unspecified),i,i,i,i,i,i,i,-11,3,-16,i
CC1(NC(=O)CCc2nc3ccccc3c(=O)[nH]2)CCS(=O)(=O)C1 (stereo unspecified),i,i,i,i,i,i,i,-7,1,11,i
COCc1c(C(=O)N/N=C\c2cccs2)nnn1-c1nonc1N,i,i,i,i,i,i,i,-3,-6,-4,i
CCOC(=O)C1(Cc2cccc(OC)c2)CCN(Cc2ccc(OC)c(O)c2)CC1,i,i,i,i,i,i,i,-20,4,-6,-8*
COc1ccc(OCc2nnc(SCC(=O)Nc3ccccc3C#N)o2)cc1,i,i,i,i,i,i,i,-6,7,2,i
CCOc1cc(CNCc2cc(OC)cc(OC)c2)ccc1OC,i,i,i,i,i,i,i,-11,1,-1,i
O=C(NC1CCCC1)C(c1ccccc1)N(Cc1ccc(F)cc1)C(=O)c1csnn1 (stereo unspecified),i,i,i,i,i,i,i,-14,4,4,i
CCC(C)C(NS(=O)(=O)c1ccc(C)cc1)C(=O)NCCCN1CCOCC1 (stereo unspecified),i,i,i,i,i,i,i,-6,-2,-6,i
CCNc1nc(=S)nc(NCc2ccccc2)[nH]1,i,/,i,i,i,i,i,-14,/,0,i
Cc1noc(C)c1COc1ccc(C(=O)OC(C)C(=O)Nc2ccc(S(=O)(=O)N3CCOCC3)cc2)cc1 (stereo unspecified),i,i,i,i,i,i,i,-5,4,2,i

# Reformatted bar-delimited: part of the list above.
Molecule | TRPC4 act | KCNK3 block | KCNK9 inh | TRPC4 PAM | KCNQ1 block | PolyA inh | KCNQ1 pot | hERG protect | Dyrk1A ADPGlo | Platelet DG rel | TRPC4 inh
COc1ccc(NC(=S)N(CCO)Cc2cc3c(C)cc(C)cc3[nH]c2=O)cc1 | i | i | i | i | i | i | i | -8 | 5 | 3 | i
O=[N+]([O-])c1ccc(N2CCN(CCOCCO)CC2)c([N+](=O)[O-])c1 | i | i | i | i | i | i | i | 0 | -3 | -5 | i
CCC1=NC(c2ccccc2Cl)N(O)C1(C)C (stereo unspecified) | i | i | i | i | i | i | i | -11 | 3 | -16 | i

# (listing goes on)
SMILES,TRPC4 act,KCNK3 block,KCNK9 inh,TRPC4 PAM,KCNQ1 block,PolyA inh,KCNQ1 pot,hERG protect,Dyrk1A ADPGlo,Platelet DG rel,TRPC4 inh
Cc1cc(C)nc(NC(=O)c2c(-c3ccccc3Cl)noc2C)n1,i,i,i,i,i,i,i,-5,2,3,i
COc1ccc(CCC(=O)NCC(c2ccco2)N2CCc3ccccc32)cc1 (stereo unspecified),i,i,i,i,i,i,i,-11,-1,3,i
O=C1c2ccsc2SCCN1Cc1ccc(Cl)cc1Cl,i,i,i,i,i,i,i,-8,17,10,i
O=C(COC(=O)c1cc([N+](=O)[O-])ccc1NCc1ccccc1)NC1CCCc2ccccc21 (stereo unspecified),i,i,i,i,i,i,i,-9,/,0,i
